Screens: PubChem BioAssay, National Center for Advancing Translational Sciences (NCATS)
TrxR1 substrate: substrates of rat thioredoxin reductase 1 | purified TrxR1 substrate turnover, NADPH consumption readout | Potency, µM (highest dose often 114 µM), without a hit: at the top dose activity change, negative = substrate turnover | 390,000 tested, 0.01% active; also: potency is read from the fitted curve at half-maximal effect; % is scaled to controls: 0 for no effect and ±100 for the full control effect; nearly all actives have a fitted effect of over 50% in size
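Rat TrxR1, dispensed at 90 nM, was prereduced with 400 uM NADPH (final) for 5 min at ~22 deg C, then incubated with compound 15 min before 400 uM selenite. A first-read NADPH fluorescence drop versus no-compound background flagged substrates.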
D2 agonist: activates the human D2 dopamine receptor | activation, % at 2 µM | 340,000 tested, 0.53% active | HEK293 T-REx D2 cells, calcium flux agonist mode | P14416;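 active = activation over 3 SD above normal in the single-dose calcium agonist read, cut at about 30% in these data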; also: 0% is about no effect
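In this primary screen, compounds producing a positive calcium signal within 180 s of addition to tetracycline-induced, force-coupled HEK293 Trex D2 cells are flagged; cells are dye-loaded with a no-wash calcium kit beforehand.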
TRHR ag: activates the human TRH receptor; 360,000 tested, 0.18% active; P34981; activation, % at 2 µM; TRHR cells, calcium flux fluo-8, FDSS agonist mode; in the data active = activation above about 30%; also: 0% is about no effect
Target sequence (P34981 whole entry, looked up): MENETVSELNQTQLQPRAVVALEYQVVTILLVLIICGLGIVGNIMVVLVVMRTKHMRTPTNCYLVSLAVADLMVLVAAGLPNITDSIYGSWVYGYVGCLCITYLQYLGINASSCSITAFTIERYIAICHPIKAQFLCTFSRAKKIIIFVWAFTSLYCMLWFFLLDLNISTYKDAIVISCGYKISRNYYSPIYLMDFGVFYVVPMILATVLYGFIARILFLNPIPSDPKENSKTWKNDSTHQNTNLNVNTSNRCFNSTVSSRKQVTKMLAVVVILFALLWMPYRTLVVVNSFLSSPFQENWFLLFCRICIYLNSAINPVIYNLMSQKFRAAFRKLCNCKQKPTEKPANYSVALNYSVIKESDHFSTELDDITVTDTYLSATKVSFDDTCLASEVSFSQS
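TRHR-expressing cells loaded with fluo-8 calcium dye; 23 nL library compound pin-transferred, kinetic FDSS fluorescence (Ex 480/Em 530) recorded about 180 s for agonist-induced calcium release, before a 10 nM TRH EC20 addition for potentiator mode.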
mIDH1 inhibitor: blocks human mutant IDH1 R132H enzyme | O75874 | IDH1-R132H enzyme, NADPH consumption, diaphorase/resazurin fluorescence | Potency, µM (highest dose often 76.6 µM), without a hit: at the top dose activity change, negative = inhibition, actives largely listed as inhibitors | 390,000 tested, 0.093% active | AID 602179; also: potency is read from the fitted curve at half-maximal effect; % is scaled to controls: 0 for no effect and ±100 for the full control effect; nearly all actives have a fitted effect of over 65% in size
Target sequence (O75874 whole entry R132H, stated change not applied): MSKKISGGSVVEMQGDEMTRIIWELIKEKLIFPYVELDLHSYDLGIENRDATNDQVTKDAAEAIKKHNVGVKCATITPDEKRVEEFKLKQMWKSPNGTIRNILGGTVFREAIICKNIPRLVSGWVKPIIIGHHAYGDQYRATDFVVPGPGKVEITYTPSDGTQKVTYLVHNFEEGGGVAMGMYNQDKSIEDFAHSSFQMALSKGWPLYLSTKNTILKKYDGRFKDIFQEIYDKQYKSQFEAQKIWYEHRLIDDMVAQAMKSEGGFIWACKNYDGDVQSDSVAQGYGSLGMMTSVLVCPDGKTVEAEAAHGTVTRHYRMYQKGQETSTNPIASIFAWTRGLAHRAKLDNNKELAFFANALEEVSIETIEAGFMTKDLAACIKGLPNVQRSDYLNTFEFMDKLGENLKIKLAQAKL
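IDH1-R132H (0.5 ug/mL) preincubated 30 min with compound, then NADPH (0.016 mM) and alpha-KG (2 mM) added; 80 min at RT, pH 7.5. Remaining NADPH coupled via diaphorase/resazurin to fluorescence (540/590 nm); concentration-response curves normalized to no-enzyme control.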
PI4K2A block: inhibitors of human PI4K2A. Q9BTU6. purified PI4K2A, ADP-Glo luminescence, 1 h; hits give low values. activity change, negative = inhibition, % at 76.9 µM. 420,000 tested, 0.13% active. AID 1346378; in the data active = activity change below about -50%; inconclusive = mostly about -30% to -49%;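 also: -100% = wells without enzyme as full effect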
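Compounds are screened against recombinant PI4K2A using PI as substrate and ATP, the latter dispensed at 300 microM. Reactions run one hour at ambient temperature before ADP-Glo detection; full inhibition defined by wells lacking enzyme.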
TRHR enhancer: TRH receptor (human) allosteric enhancement; P34981; TRHR cells, fluo-8 calcium fluorescence, EC20 TRH enhancement; enhancement, % at 2 µM; 360,000 tested, 0.66% active; AID 493056; in the data active = enhancement above about 30%; also: 0% is about no effect
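TRHR-expressing cells loaded with fluo-8 calcium dye were read kinetically (ex 480/em 530) during compound addition, then stimulated with an EC20 of TRH (10 nM final). Enhancement of the Gq-mediated intracellular calcium response was scored.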
USP1-UAF1 inh: inhibitors of human USP1/UAF1 deubiquitinase | O94782 | recombinant USP1/UAF1, Ub-Rhodamine cleavage fluorescence | Potency, µM (series often up to 57.1 µM), without a hit: at the highest dose activity change, negative = inhibition, hits mostly inhibitors | 390,000 tested, 0.23% active; also: potency is read from the fitted curve at half-maximal effect; % is scaled to controls: 0 for no effect and ±100 for the full control effect; nearly all actives have a fitted effect of over 60% in size; inactives centre near -12
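In this screen, compounds sit with the deubiquitinase complex (1nM) for 15 min at room temperature before Ub-Rho is added at 150nM final. Fluorescence rise is then followed for 6 reads every 60 seconds.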
rTrxR1 inhibitor: inhibitors of rat thioredoxin reductase 1. O89049. recombinant rTrxR1, NADPH fluorescence consumption, selenite substrate. Potency, µM (series often up to 114 µM), without a hit: at the highest dose activity change, negative = inhibition, most hits filed as inhibitors. 390,000 tested, 1% active; also: potency is read from the fitted curve at half-maximal effect; % is scaled to controls: 0 for no effect and ±100 for the full control effect; nearly all actives have a fitted effect of over 65% in size
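Rat TrxR1 (90 nM in the dispensed reagent) was pre-reduced with 400 uM NADPH for 5 min at room temperature, then incubated with compound for 15 min. After 400 uM selenite was added, NADPH fluorescence (Ex 340/Em 450 nm) was followed for 8 min.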
D2 antag: D2 dopamine receptor (human) antagonism; HEK293 TREx D2 cells, calcium flux, dopamine EC80; inhibition, % at 10 µM; 340,000 tested, 2% active; AID 485344; in the data active = inhibition above about 30%; also: 0% is about no effect
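Dopamine at EC80 is the agonist stimulus; test compounds precede it by 180 s. Calcium flux read kinetically in a force-coupled, inducible HEK293 T-REx D2 cell line.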
* marks the source's active call; other numbers are inactive results; ? = inconclusive; · = no result given; & = joins results of further samples; ! = not active in a repeat; [ ] = remark or other dose. Unless noted, calls follow the shape of the dose curve; as a rule, active = well fitted inhibition curve with a large enough effect; inconclusive = small, poorly fitted or top-dose-only effect; inactive = no such curve, though single readings can be large or run the other way.

Every second line gives: TrxR1 substrate, D2 agonist, TRHR ag, mIDH1 inhibitor, PI4K2A block, TRHR enhancer, USP1-UAF1 inh, rTrxR1 inhibitor, D2 antag
COc1ccc(S(=O)(=O)N(C(=O)c2ccncc2)c2ccc3oc4c(c3c2)CCCC4)cc1
  -3%, -0.7, -0.3, 6%, 3, 6, -19%, 4%, 2
Cc1noc(C)c1S(=O)(=O)N(C)C[C@H]1Oc2ccc(NC(=O)NC(C)C)cc2C(=O)N([C@H](C)CO)C[C@@H]1C
  4%, ·, ·, 4%, 2, ·, -13%, 1%, ·
Cc1cccc(CCNC(=O)CN(c2ccc(C(C)C)cc2)S(=O)(=O)c2c(C)nn(C)c2C)c1
  -6%, 0.0, -0.1, 1%, 4, -18, 1%, -10%, ·
CCC(=O)N1CCN(c2ccc(Cl)cc2NC(=O)c2ccc([N+](=O)[O-])o2)CC1
  -3%, -1.0, -0.6, -6%, -1, 8, -11%, -2%, -11
CCOC(=O)c1ccc2c(c1)nc(SCC(=O)N1CCCCC1)n2CC
  6%, -0.2, -1.6, 0%, -1, 1, 2%, 14%, -1
Cc1cc2cc(CN(CCCO)S(=O)(=O)c3cccc4nsnc34)c(=O)[nH]c2cc1C
  1%, 0.3, -0.2, -4%, 7, 9, -10%, 1%, 3
CCn1c(=O)c(C(=O)CN2CCN(Cc3ccc4c(c3)OCO4)CC2)c(N)n(Cc2ccccc2)c1=O
  -1%[57.1 µM], 1.8, -0.3, -5%, 2, -6, -22%, -1%[57.1 µM], 16
CC(C)N1CCC(N2CCN(C/C=C/c3ccc(F)cc3)CC2CCO)CC1 (configuration not stated)
  3%, ·, -0.1, 0%, 5, -3, -4%, 8%, ·
O=C(Nc1cc(C(F)(F)F)ccc1Cl)c1cc(-c2cccs2)nc2ccccc12
  55%[activator], 0.0, 0.0, 0%, 1, 3, -18%, 37%, ·
CCSc1nnc(NC(=O)CSc2nnc(-c3c[nH]c4ccccc34)n2C)s1
  -5%[57.1 µM], 0.8, -0.6, 5%, 7, 6, 7%, -18%[57.1 µM], -10
COc1ccc(-c2cc(C)no2)cc1S(=O)(=O)N1CCCCC1
  7%, -0.4, 0.1, 3%, -3, -2, -15%, -6%, 0
O=C(CCCC1=NS(=O)(=O)c2ccccc2N1)OCc1ccc(Cl)cc1
  -5%, 0.6, 0.0, -2%, 0, -6, -13%, 0%, 7
Cc1cc(NC(=O)c2ccccc2-c2ccccc2)ccc1Br
  8%[57.1 µM], 0.4, 0.6, 8%, -19, -3, -20%, 11%[57.1 µM], 10
CCOC(=O)C1CCN(C(=O)c2cc(C)n(C(C)(C)C)n2)CC1
  -6%, 1.3, 0.3, -13%, -2, 1, 0%, -2%, -2
COCCN(C(=O)COC(=O)/C=C/c1ccc2ccccc2n1)c1c(N)n(Cc2ccccc2)c(=O)[nH]c1=O
  -8%, 1.5, 0.2, 4%, 2, 1, -6%, -18%, 3
CCCOc1ccc(C2=NC(c3ccc(F)cc3)=Nc3ccc(OC)cc3N2)cc1
  -2%, -0.9, -1.8, ·, 5, 1, -19%, 25%, ·
CCCCC1CCC(C(=O)N(C)CC(=O)Nc2cccc(F)c2)CC1 (configuration not stated)
  -23%, -1.2, 0.8, 1%, 1, -2, -8%, -23%, 13
CC1Cc2ccccc2N1S(=O)(=O)c1cccc2nsnc12 (configuration not stated)
  7%, -1.4, -0.4, 1%, -2, -4, -9%, 11%, -10
CCc1nn(CCCN2CCN(c3cccc(Cl)c3)CC2)c(=O)n1CCOc1ccccc1
  -3%&3%, 0.2&0.6, -0.2&0.2, 1%&-1%, -4&-1&0, 2&22, -23%&-20%, 17%&34%, 47*!
S=C(Nc1cccc(Br)c1)c1ccccc1
  -3%, 0.3, 0.5, -5%, -6, 2, -24%, 9%, 10
O=C1CN(C(=S)NC(=O)c2ccc(-c3ccccc3)cc2)CCN1
  3%, -0.3, -0.3, 0%, -5, -2, -27%, 5%, -12
O=C(O)C1C2C=CC(C2)C1C(=O)NCc1cccnc1 (configuration not stated)
  -10%, -0.4, 0.8, 8%, 1, 1, -19%, -13%, 10
Cc1ccc(CN2C(=O)CCC2C(=O)NCCN2CCN(c3cccc(Cl)c3)CC2)cc1 (configuration not stated)
  4%, 13, -0.1, 8%, -6, 2, -17%, 5%, 44*
Cc1ccc(-c2nnn3c2nc(Cl)c2ccccc23)cc1
  7%, 1.0, 0.5, 23%, -2, 0, -14%, 10%, -13
CN(Cc1ccccc1)C1CCNCC1
  7%[57.1 µM], 0.0, 0.8, 6%, 3, 3, -11%, 11%[57.1 µM], 7
Cc1c(Nc2ncnc3c2cnn3-c2ccccc2)c(=O)n(-c2ccccc2)n1C
  16%[57.1 µM], 0.2, -0.2, 7%, 0, 4, 0%, 16%, 7
COc1ccc(/C=C/C(=O)N/C(=C\c2ccco2)C(=O)NCCc2nc3ccccc3[nH]2)cc1
  -11%, 0.8, 1.0, 5%, -6, 8, -21%, ?, -3
Fc1ccc(-c2nc(-c3cccs3)c(-c3cccs3)[nH]2)cc1
  8%, -0.6, 1.1, -2%, -2, -7, -4%, 13%, ·
CC(=O)c1nnn(-c2ccccc2C#N)c1C
  8%[57.1 µM], ·, 0.0, 6%, 0, 1, -14%, 9%[2.29 µM], ·
NS(=O)(=O)c1ccc(NC(=O)CN2CCN(Cc3ccccc3)CC2)cc1
  -3%, 0.4, 0.4, 8%, 10, 0, -15%, -16%, 10

Reformatted as tab-separated lines: part of the list above
SMILES	TrxR1 substrate	D2 agonist	TRHR ag	mIDH1 inhibitor	PI4K2A block	TRHR enhancer	USP1-UAF1 inh	rTrxR1 inhibitor	D2 antag
Cc1ccc(CN2C(=O)CCC2C(=O)NCCN2CCN(c3cccc(Cl)c3)CC2)cc1 (configuration not stated)	4%	13	-0.1	8%	-6	2	-17%	5%	44*
Cc1ccc(-c2nnn3c2nc(Cl)c2ccccc23)cc1	7%	1.0	0.5	23%	-2	0	-14%	10%	-13
CN(Cc1ccccc1)C1CCNCC1	7%[57.1 µM]	0.0	0.8	6%	3	3	-11%	11%[57.1 µM]	7
Cc1c(Nc2ncnc3c2cnn3-c2ccccc2)c(=O)n(-c2ccccc2)n1C	16%[57.1 µM]	0.2	-0.2	7%	0	4	0%	16%	7
COc1ccc(/C=C/C(=O)N/C(=C\c2ccco2)C(=O)NCCc2nc3ccccc3[nH]2)cc1	-11%	0.8	1.0	5%	-6	8	-21%	?	-3
Fc1ccc(-c2nc(-c3cccs3)c(-c3cccs3)[nH]2)cc1	8%	-0.6	1.1	-2%	-2	-7	-4%	13%	·
CC(=O)c1nnn(-c2ccccc2C#N)c1C	8%[57.1 µM]	·	0.0	6%	0	1	-14%	9%[2.29 µM]	·
NS(=O)(=O)c1ccc(NC(=O)CN2CCN(Cc3ccccc3)CC2)cc1	-3%	0.4	0.4	8%	10	0	-15%	-16%	10

The listing continues:
Every second line gives: TrxR1 substrate, D2 agonist, TRHR ag, mIDH1 inhibitor, PI4K2A block, TRHR enhancer, USP1-UAF1 inh, rTrxR1 inhibitor, D2 antag
CCCCN(C)CCn1c(=S)[nH]c2ccc(N3CCOCC3)cc2c1=O
  1%, -0.7, 0.3, 0%, 3, 2, -3%, -19%, -18
O=C(C1CCN(S(=O)(=O)c2cccs2)CC1)N1CCCCC1
  2%, -0.2, -2.1, -7%, 4, 5, -4%, 18%, -2
CN(CC(=O)Nc1cccc2ccccc12)C(=O)c1cccc(S(=O)(=O)N(C)C)c1
  -1%, -0.8, -0.1, -9%, -2, 1, -7%, 1%, -3
CCN(CC(=O)Nc1c(F)cccc1F)C(=O)c1ccc(Cl)c(S(=O)(=O)N2CCCCC2)c1
  3%, 0.4, -0.8, -5%, 4, -2, -26%, 24%, 3
CC(C)CN(C(=O)CN(C)CC(=O)Nc1ccccc1C#N)c1c(N)n(CC(C)C)c(=O)[nH]c1=O
  7%[57.1 µM], ·, ·, 1%, -4, ·, -21%, 3%[2.29 µM], ·
NN=C(c1ccccc1)c1ccccc1
  5%, ·, ·, -1%, 2, ·, -21%, 12%, ·
COc1ccc(N2CCN(C(CNC(=O)c3c(F)cccc3F)c3ccc4c(c3)OCO4)CC2)cc1 (configuration not stated)
  0%[57.1 µM], ·, -0.9, 21%, 1, -1, -15%, 21%[57.1 µM], ·
NC(=O)C1CCN(C(=O)c2ccc(Cl)c(S(=O)(=O)N3CCCCCC3)c2)CC1
  4%, ·, ·, -9%, -2, ·, -11%, 12%, ·
CCOC(=O)C1CCN(C(c2ccc(OCC)cc2)c2c(O)cc(C)n(CCOC)c2=O)CC1 (configuration not stated)
  -3%[57.1 µM], -0.5, -0.1, -11%, 0, 0, ?, 25µM*, ·
CCn1c(COc2ccccc2)nnc1SCC(=O)Nc1ccc2c(c1)OCCO2
  -11%, 0.3, -1.0, 1%, 0, -3, -9%, -12%, -5
O=C(COC(=O)c1cccs1)Nc1ccccc1Cl
  -2%, -0.2, -0.7, 0%, -4, 1, -17%, 6%, -6
Cc1ccc(NS(=O)(=O)c2cn(C)c(=O)n(C)c2=O)c(C)c1
  10%[57.1 µM], 0.0, 0.8, 14%, 6, 0, -11%, 3%[57.1 µM], -8
COc1cccc(/C=C(\C#N)C(=O)Nc2ccc(NC(C)=O)cc2)c1OC
  -2%[57.1 µM], ·, 0.5, 12%, 0, -2, -15%, 4%[57.1 µM], ·
COc1cc(OC)cc(C(=O)N(CCCN2C(=O)c3cccc4cccc(c34)C2=O)c2cccc(OC)c2)c1
  -9%, ·, 1.2, -3%, -6, 4, -19%, -5%, ·
CCCCn1c(SCC(=O)N(C)C)nnc1-c1ccncc1
  9%[57.1 µM], -1.1, -0.8, 8%, 2, 5, -14%, 2%[57.1 µM], 1
Cc1ccc(S(=O)(=O)CCC(=O)OCC(=O)NCCc2ccc(F)cc2)cc1
  0%, 0.1, -0.7, 3%, 3, 4, -5%, 12%, -1

Random draw from the library; overall some 3.9% were active at least once.
